CHO parental Ca: signal in parental CHO cells, OX1R antagonist counter-screen; parental CHO-K1, ATP-induced calcium, Fluo-8 fluorescence; inhibition, % at 5.6 µM; 0.63% of 330,000 active;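 active = inhibition above that plate's mean sample inhibition plus 3 SD, cut at about 26% in these data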;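 note: 0% = ATP-challenged DMSO wells and 100% = DMSO wells without ATP; some compounds past the cut are filed as inactive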
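Material: Parental CHO cells | Reagent: ATP | Compound dosing: Single nominal dose of 5.6 µM per compound | Detection: Intracellular calcium via Fluo-8 no-wash fluorescent dye | Read-out: % inhibition of ATP-induced calcium mobilization | Benchmarks: Low control ATP plus DMSO, high control DMSO only | Replicates: Singlicate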
OXTR potentiator: potentiators of human oxytocin receptor | P30559 | CHO-OTR cells, Fluo-8 calcium fluorescence, potentiator mode; 0% = oxytocin EC15, 100% = EC100 | activation, % at 3 µM | 0.061% of 320,000 active | AID 2445;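 active = activation above that plate's cutoff, the mean activation of tested compounds plus 3 SD, cut at about 6.6% in these data, passing the limit was not always enough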;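 note: 100% uses oxytocin at 75 nM as the full agonist control; some results filed as inactive read as strong as hits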
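System: human OTR in CHO cells / Also added: sub-maximal oxytocin, roughly EC15 / Control set: EC15 oxytocin low, 75 nM oxytocin high / Schedule: 6 min compound pre-incubation at room temperature, 100 s kinetic read / Compound: single-point 3.0 µM / Replication: singlicate / Technique: Fluo-8 calcium dye fluorescence / Read-out basis: % activation of max/min ratio relative to oxytocin controls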
TAAR1 antagonist: antagonists of human TAAR1. 1.5% of 360,000 active. inhibition, % at 3 µM. Q96RJ0. CHO RD-HGA16 TAAR1, Fluo-8 calcium fluorescence, antagonist;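 active = inhibition above a per-plate cutoff, the mean inhibition of test compounds on that plate plus 3 SD, cut at about 49% in these data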;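 note: 0% = DMSO plus EC80 beta-PEA response and 100% = DMSO alone without agonist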
Target sequence (Q96RJ0 whole entry, looked up): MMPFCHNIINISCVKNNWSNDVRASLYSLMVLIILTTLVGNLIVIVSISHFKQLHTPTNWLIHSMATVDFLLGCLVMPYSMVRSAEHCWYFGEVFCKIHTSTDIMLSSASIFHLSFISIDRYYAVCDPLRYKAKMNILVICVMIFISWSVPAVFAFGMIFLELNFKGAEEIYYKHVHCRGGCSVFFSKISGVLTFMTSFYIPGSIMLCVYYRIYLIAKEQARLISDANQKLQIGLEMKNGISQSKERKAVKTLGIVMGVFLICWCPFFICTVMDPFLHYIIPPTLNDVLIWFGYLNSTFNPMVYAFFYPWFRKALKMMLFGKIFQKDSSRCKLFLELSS
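Assay system: RD-HGA16 CHO cells with stable hTAAR1 and Gα16 / Reagent: EC80 β-phenethylamine stimulus / Doses: 3 µM, single point / Timing: dye loading 75 min at 37 °C, then 30 min room temperature / Measured by: Fluo-8 intracellular calcium dye fluorescence, real-time kinetic reads / Controls: vehicle wells and EC80 agonist wells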
TAAR1 ag: human TAAR1 agonism. CHO RD-HGA16 TAAR1, Fluo-8 calcium fluorescence; vehicle wells 0%, saturating PEA agonist 100%. 0.99% of 360,000 active. Q96RJ0. activation, % at 3 µM;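 active = activation above the mean activation of all test compounds in the run plus 3 SD, cut at about 38% in these data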
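System: CHO-derived RD-HGA16 cells with stable Gα16 and human TAAR1 / Times: 17-24 h plating, Fluo-8 75 min 37 °C, 30 min RT / Technique: calcium-sensitive Fluo-8 signal, excitation 470-495, emission 515-575 nm / Measure: % activation relative to PEA EC100 response / Benchmarks: DMSO and PEA EC100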
OXTR agonist: agonists of human oxytocin receptor | 0.32% of 320,000 active | CHO-OTR cells, Fluo-8 calcium fluorescence; normalized: DMSO 0%, oxytocin 100% | AID 2435 | activation, % at 3 µM;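 active = activation above the mean of all tested compounds plus 3 SD, cutoff set per screening run, cut at about 20% in these data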;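 note: peak over basal fluorescence ratio from a 100 s FLIPR kinetic read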
CHRM1 agonist: agonists of human M1 muscarinic receptor; 0.33% of 360,000 active; CHO-K1 hM1, Fluo-8 calcium fluorescence, agonist mode; 0% DMSO, 100% acetylcholine EC100; activation, % at 3 µM;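 active = activation above the run's mean compound activation plus 3 SD, cut at about 16% in these data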;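 note: peak over basal fluorescence ratio within a 140 s kinetic read after compound addition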
V1R ag counter: activates human V1a receptor in oxytocin agonist counter-screen | P37288 | CHO-V1R cells, Fluo-8 calcium fluorescence, agonist mode; 0% DMSO, 100% 3 nM vasopressin | activation, % at 3 µM | 0.25% of 320,000 active | AID 2797;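 active = activation above the mean activation of all tested compounds plus 3 SD, per screening run, cut at about 20% in these data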;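 note: signal is peak over basal fluorescence ratio across a 100 second FLIPR read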
Target sequence (P37288 whole entry, looked up): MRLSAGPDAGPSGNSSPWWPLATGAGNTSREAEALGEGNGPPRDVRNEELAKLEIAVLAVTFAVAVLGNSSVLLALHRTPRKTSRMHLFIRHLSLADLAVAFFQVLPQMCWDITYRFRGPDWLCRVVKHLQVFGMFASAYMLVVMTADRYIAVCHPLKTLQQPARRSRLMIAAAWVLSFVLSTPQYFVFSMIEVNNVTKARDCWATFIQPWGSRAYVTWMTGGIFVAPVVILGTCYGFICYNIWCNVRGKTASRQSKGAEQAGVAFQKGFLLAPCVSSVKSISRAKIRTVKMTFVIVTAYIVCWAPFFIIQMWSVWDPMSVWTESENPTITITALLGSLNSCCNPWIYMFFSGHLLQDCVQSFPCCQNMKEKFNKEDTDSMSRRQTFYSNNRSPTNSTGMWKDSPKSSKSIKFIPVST
CHRM1 antagonist: human CHRM1 antagonism; P11229; CHO-K1 hM1, Fluo-8 calcium fluorescence, ACh EC80 antagonist; inhibition, % at 3 µM; 1.3% of 360,000 active;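 active = percent inhibition above its own plate's cutoff, namely the mean of that plate's compound wells plus 3 SD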;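 note: peak over basal fluorescence ratio during 140 s after agonist addition; 0% = ACh EC80 plus DMSO and 100% = DMSO alone without agonist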
M1 PAM: human CHRM1 positive allosteric modulation. AID 588819. 0.088% of 360,000 active. P11229. CHO-K1 hM1, Fluo-8 calcium fluorescence, ACh EC20; 0% = ACh EC20, 100% = maximal ACh. activation, % at 3 µM; in the data active = activation above about 19%, passing the limit was not always enough
An asterisk follows results filed as active; · = no result given.

Below each SMILES: CHO parental Ca	OXTR potentiator	TAAR1 antagonist	TAAR1 ag	OXTR agonist	CHRM1 agonist	V1R ag counter	CHRM1 antagonist	M1 PAM
- NC(=O)CSc1nnc(-c2ccccc2)c(-c2ccccc2)n1
→ -5.8	-5.1	0.2	0.9	-0.2	-2.0	0.4	1.7	3.0
- CCn1c(-c2csc(C(C)C)c2)n[nH]c1=S
→ -3.2	-4.4	-8.7	0.9	-0.4	-8.2	2.4	0.3	3.4
- COC(=O)C1=CN(Cc2ccc(C)cc2)C=C(C(=O)OC)C1c1cc(OC)c(OC)c(OC)c1
→ -24.4	-4.7	-17.9	0.4	-1.4	-2.8	0.1	-8.1	2.8
- CCOCCCN(C(=O)CCC(=O)Nc1cc(C)on1)C(C(=O)NC(C)(C)C)c1ccccc1Cl (stereo not given)
→ -13.2	-8.9	3.9	-0.9	-1.6	-5.0	-1.1	-4.8	3.7
- Cc1cccc(C(C)C)c1NC(=O)COC(=O)COc1ccc2c(C)cc(=O)oc2c1
→ -8.3	-8.5	-17.2	-0.7	-0.4	-2.8	0.8	-4.3	8.2
- CCCn1nc(C(=O)Nc2ccc(N3CCOCC3)cc2)c2ccccc2c1=O
→ -5.3	1.9	7.2	3.0	-0.1	-1.6	0.4	-3.6	2.2
- COc1cc(-c2cc3nc(NCCc4ccncc4)ccn3n2)cc(OC)c1OC
→ ·	·	15.5	5.6	·	-3.3	·	-5.8	-3.7
- N#Cc1c(C(F)(F)F)cc(-c2cccs2)nc1SCc1ccc(Cl)nc1
→ -17.5	-2.2	-2.9	0.9	0.2	-1.3	0.0	-3.0	5.0
- CC(OC(=O)c1ccc(NC(=O)CC#N)cc1)C(=O)Nc1nc(-c2ccccc2)cs1 (stereo not given)
→ 1.1	-9.2	36.4	5.0	0.1	-1.3	-0.7	-3.6	-0.7
- Cc1ccc(-c2nc(NC(=O)CSc3ncn[nH]3)ns2)cc1
→ -4.3	-3.9	1.2	-1.2	-1.1	-2.9	-0.3	-13.8	6.2

3 entries already listed, arranged by the value under CHRM1 agonist, high to low:
| Compound | CHRM1 agonist |
| --- | --- |
| CCCn1nc(C(=O)Nc2ccc(N3CCOCC3)cc2)c2ccccc2c1=O | -1.6 |
| Cc1cccc(C(C)C)c1NC(=O)COC(=O)COc1ccc2c(C)cc(=O)oc2c1 | -2.8 |
| COc1cc(-c2cc3nc(NCCc4ccncc4)ccn3n2)cc(OC)c1OC | -3.3 |

Next compounds follow.
Below each SMILES: CHO parental Ca	OXTR potentiator	TAAR1 antagonist	TAAR1 ag	OXTR agonist	CHRM1 agonist	V1R ag counter	CHRM1 antagonist	M1 PAM
- COc1cc(NC(=O)c2ccccc2)c(OC)cc1Cl
→ -16.2	0.5	4.5	2.8	-2.8	-4.7	-1.7	5.7	1.3
- COc1cccc(/C=C/C(=O)OCC(=O)Nc2ccc(N3CCOCC3)cc2)c1OC
→ 6.8	0.6	0.1	0.1	-0.1	-8.0	1.1	-5.8	9.1
- CCOc1ccc2nc(N3C(=O)/C(=C/c4ccc(Cl)cc4)NC3=S)sc2c1
→ ·	·	1.5	1.0	·	-7.4	·	0.3	6.3
- COc1ccccc1-c1sc2cc3c(cc2c1-c1ccc2c(c1)OCO2)OCO3
→ -17.6	-4.8	8.2	1.1	1.1	-3.5	0.3	0.9	-4.0
- O=C(Nc1ccccc1OC(=O)c1ccc(Cl)cc1)c1ccc(Cl)cc1
→ -23.1	-5.8	53.9*	0.1	-1.8	-6.6	-0.3	-8.6	1.3
- Cc1ccc(C(=O)CN(C(=O)c2ccc(Cl)c(Cl)c2)N2C(=O)C3C4C=CC(C4)C3C2=O)cc1 (stereo not given)
→ -22.6	-5.0	4.8	6.3	-0.1	-2.9	0.9	-5.9	1.8
- Cc1[nH]c(=O)c(C#N)c(C)c1CCC(=O)Nc1cc(S(C)(=O)=O)ccc1Cl
→ -3.5	1.1	-12.3	-0.9	0.6	-3.9	0.1	-7.8	0.1
- CCOC(=O)C1CCCN(C(=S)NC2CCCCC2)C1 (stereo not given)
→ -7.3	-7.1	-10.6	7.3	0.6	39.0*	0.9	2.4	-7.9
- CCOc1ccc(C(=O)N2CCN(c3ccccn3)CC2)cc1OCC
→ -12.4	4.1	-0.2	4.8	0.9	-1.0	0.5	-13.9	8.3
- CC1CCCC(C)N1C(=O)c1ccc(S(=O)(=O)NCc2ccco2)cc1 (stereo not given)
→ 18.7	-10.9	19.4	3.4	9.3	0.2	9.0	-1.6	2.1
- COc1ccc(NC(=O)CSc2nnnn2-c2cccc(OC)c2)cc1
→ ·	·	-10.5	0.1	·	-1.8	·	-14.0	8.1
- Cc1cc(C(=O)c2cnc(/N=C/N(C)C)s2)c(F)cc1Cl
→ -9.4	-20.5	-5.5	0.6	-0.2	-6.7	0.6	-5.1	4.4
- CCn1c(=O)cc(N2CCN(Cc3ccccc3)CC2)[nH]c1=O
→ -2.6	-5.3	-21.2	5.6	0.4	-5.7	0.2	-8.0	1.5
- CN(C(=O)c1cccc(NC(=O)Cc2ccc(NC(=O)C3CCN(C(=O)C4CCCCC4)CC3)cc2)c1)C1CC1
→ ·	·	-17.8	6.2	·	-4.2	·	-1.7	1.9
- O=C(NC1CC2CCC(C1)N2Cc1ccccc1)c1cccc(F)c1 (stereo not given)
→ -18.0	-6.1	-19.6	3.4	0.7	-10.3	0.7	3.1	-9.4
- Cc1c(NC(=O)C(C)OC(=O)Cc2ccc(F)cc2)c(=O)n(-c2ccccc2)n1C (stereo not given)
→ -0.7	3.0	-1.5	-0.5	0.2	-0.9	0.3	37.5*	-13.5
- C=CCSc1nc(N)c2c(C)c(C)sc2n1
→ -12.6	-6.1	8.8	2.6	-2.0	-6.7	-0.8	-5.9	8.9
- Cc1cc(Cl)ccc1C(=O)C1CCCN(C(=O)c2ccc3c(c2)OCO3)C1 (stereo not given)
→ ·	·	3.9	-0.7	·	-2.9	·	-4.9	1.8
- Cc1ccc(Nc2cc(C)c(O)c(C)c2)cc1
→ -17.3	-0.1	-25.4	-0.3	0.5	-2.2	0.7	-9.4	4.9
- CSc1sc(C(=O)NNC(=O)c2ccc(Cl)cc2)c2c1C=CCC2
→ -17.6	-1.5	-0.9	-0.3	-1.7	-3.8	0.0	-10.3	3.6
- CC(C)c1nc(SCC(=O)Nc2cccc3ccccc23)n[nH]1
→ -11.1	0.9	1.8	0.1	-0.3	-1.4	0.1	-15.8	5.9
- Cc1sc2ncnc(OCC(=O)NCC3CCCO3)c2c1C (stereo not given)
→ -12.5	-11.9	18.8	2.3	0.5	-2.3	0.6	-6.5	3.9
- CC(C)(CC(=O)O)CC(=O)N1CCCN(c2nccc(C(F)(F)F)n2)CC1
→ -11.3	-2.2	-2.5	2.8	1.9	-8.1	0.6	-15.0	6.8
- CC(C)NC(=O)Cn1c(=O)c2c(ncn2Cc2ccccc2)n(Cc2ccccc2)c1=O
→ -10.9	-0.4	·	·	0.4	-3.1	-0.3	4.8	-2.5
- Cc1cc(OCc2cc(C(=O)NC(C)c3c(C)nn(C)c3C)no2)cc(C)c1Cl (stereo not given)
→ -22.2	-10.6	10.9	10.5	7.7	-1.1	10.3	4.1	-1.8
- COc1cc(/C=C/C(=O)OCC(=O)N2CCC(Cc3ccccc3)CC2)ccc1O
→ -6.5	-6.6	7.5	-0.2	3.1	-0.3	3.7	-1.8	-4.0
- O=C(C1CCN(c2nnc(-n3cccc3)s2)CC1)N1CCOCC1
→ 7.5	-4.0	-1.1	0.8	-0.6	-11.2	0.1	-6.9	7.3
- CNC(=O)CSc1nc2ccccc2c(=O)n1CCc1ccccc1
→ -7.0	-5.7	-14.7	-0.4	0.1	-1.5	0.4	8.4	-2.0
- COc1ccc(OC)c(N=CC2=C(O)CC(C)(C)CC2=O)c1
→ -24.6	-9.7	-3.9	5.7	-0.9	4.1	0.0	-9.2	11.8
- CC1(C2CCC3(C)OC3C2)CO1 (stereo not given)
→ ·	·	18.8	0.5	·	-1.0	·	-6.2	4.0
- COc1ccc(-c2noc3c2-c2nc(-c4ccc(Br)cc4)sc2CC3)cc1
→ 4.0	-5.7	-3.8	2.8	-0.2	-4.4	-0.8	0.6	2.3
- CCCn1c(C)cc(/C=C(\C#N)C(=O)O)c1C
→ 2.4	4.1	-22.3	4.4	-0.5	-5.0	-0.6	-8.5	10.4
- CC1(C(=O)NC(=S)N(CCC#N)Cc2cccnc2)CC1(Cl)Cl (stereo not given)
→ -9.7	-10.8	·	·	-0.2	·	0.2	·	·
- Cc1sc2ncnc(N3CCC(C(=O)Nc4nc(-c5cccs5)cs4)CC3)c2c1C
→ -18.0	-5.4	10.5	-1.7	-0.8	-1.2	-0.3	-4.8	6.8
- COc1cccc(S(=O)(=O)N(C)C[C@H]2OCc3cnnn3CCCC(=O)N([C@H](C)CO)C[C@H]2C)c1
→ ·	·	-5.8	0.5	·	-6.4	·	-3.8	-3.8
- CCOC(=O)C1C(=O)C=C(Nc2ccccc2F)CC1c1ccccc1 (stereo not given)
→ -1.5	-9.1	-7.5	1.3	-1.1	-11.9	0.2	-12.2	7.7
- COc1ccccc1C(c1nnnn1CC1CCCO1)N1CCC(C(N)=O)CC1 (stereo not given)
→ -7.7	-4.5	7.0	6.1	0.1	-2.3	-0.5	-10.4	8.4
- Cc1ccc(-c2nc3ccc(Cl)cn3c2Cc2ccccc2C(F)(F)F)cc1
→ ·	·	-7.0	4.7	·	6.5	·	-7.0	13.4
- FC(F)Oc1ccc(NC(=S)Nn2cnnc2)cc1
→ 15.6	-6.2	1.8	1.0	1.2	-3.5	-0.4	-7.8	8.4
